Bioassay records: PubChem BioAssay, several laboratories
TbMetRS inhib – Trypanosoma brucei MetRS inhibition; purified T. brucei MetRS, ATP depletion, Kinase-Glo luminescence; inhibition, % at 11.9 µM; actives 0.4% (n = 360,000); AID 624268;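 active = inhibition above a per-plate cutoff of the control wells' mean inhibition plus 3 SD, cut at about 5.5% in these data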;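 also: 0% = DMSO wells median and 100% = median of wells with control inhibitor compound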
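Assay system: T. brucei methionyl-tRNA synthetase, purified | Medium: HEPES buffer with MgCl2, KCl, DTT, spermine, BSA, pyrophosphatase | Compound: 11.9 µM single point | Incubation: 15 min enzyme-compound preincubation, 2 h reaction, 10 min detection, 25 °C | Measured by: Kinase-Glo luciferase luminescence reporting remaining unconsumed ATP | Measure: % inhibition normalized to control-well medians | Replication: Singlicate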
MsrA inhibitor – inhibits bovine methionine sulfoxide reductase A | inhibition, % at 15.5 µM | actives 0.75% (n = 360,000) | purified bovine MsrA, absorbance read-out; in the data active = inhibition above about 4.5%;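 also: 0% = vehicle wells with enzyme and 100% = reference inhibitor wells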
Scp-1 inhibitor – blocks human Scp-1 phosphatase activity. Q9GZU7. Recombinant Scp1, phosphopeptide, malachite green phosphate absorbance. inhibition, % at 20 µM. actives 0.88% (n = 340,000). AID 493091;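 active = inhibition above about 50% at 20 µM, limit read from the data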;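 also: plate controls were DMSO wells with enzyme for no effect and wells lacking enzyme for full effect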
Target sequence (Q9GZU7 76-261 limits assumed): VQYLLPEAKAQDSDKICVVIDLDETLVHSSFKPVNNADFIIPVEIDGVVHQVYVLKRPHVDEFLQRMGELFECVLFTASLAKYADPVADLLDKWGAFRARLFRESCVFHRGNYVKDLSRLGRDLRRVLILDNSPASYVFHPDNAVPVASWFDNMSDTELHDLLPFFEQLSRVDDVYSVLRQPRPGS
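System: truncated SCP-1 phosphatase (76-261aa); medium: Tris acetate buffer pH 5.5 with MgCl2 and Tween-20; incubation: 45 min room-temperature reaction, 5 min colour, 30 min stabiliser; compound: single 20 µM dose, 1% DMSO; reagent: Phosphorylated 17-residue peptide substrate; read-out: % inhibition at 20 µM; technique: colorimetric free-phosphate detection, absorbance 630 nm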
CSN inh – CSN deneddylation inhibition; Q92905; Purified CSN, SCF-Nedd8-OG deneddylation, fluorescence polarization; inhibition, % at 12.5 µM; actives 0.38% (n = 360,000);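 active = pattern-corrected inhibition above about 35%, with an unprinted fluorescence ratio check between 0.5 and 1.5, limit read from the data, passing the limit was not always enough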;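 also: 0% = enzyme with substrate and 100% = substrate without enzyme; some results filed as inactive read as strong as hits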
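Assay system: Purified human Csn5 enzyme expressed in HEK293T cells | Amount: Enzyme 0.24 nM | Measured by: Fluorescence polarization readout | Medium: Tris/NaCl/DTT buffer, pH 7.5 | Compound dosing: One concentration, 12.5 µM, 0.25% DMSO | Times: 90 min incubation of compound, enzyme and substrate at room temperature | Control set: no-enzyme wells high, enzyme-with-substrate wells low | Read-out: % inhibition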
LMPTP inh – LMPTP (human) inhibition; recombinant LMPTP-A, OMFP fluorogenic substrate, fluorescence intensity; inhibition, % at 20 µM; actives 0.22% (n = 360,000);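 active = compounds that cut the enzyme signal by at least half of the control window in the single-dose screen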;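 also: plate controls were DMSO wells with enzyme plus substrate for no effect and substrate without enzyme for full effect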
Target sequence (P24666 whole entry, looked up): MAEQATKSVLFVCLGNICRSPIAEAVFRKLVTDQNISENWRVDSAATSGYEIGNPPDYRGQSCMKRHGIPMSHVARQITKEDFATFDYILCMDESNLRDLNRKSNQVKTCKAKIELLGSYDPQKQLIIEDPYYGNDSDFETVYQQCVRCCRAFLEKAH
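Assay system: LMPTP-A phosphatase enzyme | Input: 0.625 nM enzyme | Also added: Fluorogenic phosphatase substrate OMFP at 400 µM final | Compound dosing: One test concentration per compound, 20 µM, with 3% DMSO overall | Schedule: 50 min enzyme reaction at room temperature, protected from light | Signal: Fluorescence intensity | Benchmarks: no-enzyme and uninhibited controls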
DNMT1 inh – DNMT1 (human) enzyme inhibition; DNMT1 molecular beacon, Hinp1I cleavage, fluorescence; inhibition (reported as % activation of signal), % at 10 µM; actives 0.83% (n = 360,000); AID 588458; in the data active = inhibition above about 50%
Rpn11 inh – inhibitors of human proteasome Rpn11; human 26S proteasome, Ub4-pepOG fluorescence polarization; 20S core pre-blocked with epoxomicin; calls only at 20 µM; actives 0.59% (n = 360,000);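 active = inhibition at 20 µM, scaled to each plate's controls, above about 33%, limit read from the data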
NadD block – blocks S. aureus nicotinate mononucleotide adenylyltransferase | purified NadD enzyme, colorimetric absorbance read-out | inhibition, % at 20 µM | actives 0.78% (n = 360,000); in the data active = inhibition above about 26%; also: some compounds past the cut are filed as inactive
STEP block – blocks human striatal-enriched tyrosine phosphatase; P54829; recombinant STEP, OMFP fluorogenic substrate, fluorescence; inhibition, % at 20 µM; actives 0.25% (n = 360,000); AID 588621;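 active = inhibition at 20 µM, scaled per plate between control wells, above about 37%, limit read from the data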;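 also: 0% = DMSO with enzyme and substrate and 100% = substrate only without enzyme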
Target sequence (P54829 whole entry, looked up): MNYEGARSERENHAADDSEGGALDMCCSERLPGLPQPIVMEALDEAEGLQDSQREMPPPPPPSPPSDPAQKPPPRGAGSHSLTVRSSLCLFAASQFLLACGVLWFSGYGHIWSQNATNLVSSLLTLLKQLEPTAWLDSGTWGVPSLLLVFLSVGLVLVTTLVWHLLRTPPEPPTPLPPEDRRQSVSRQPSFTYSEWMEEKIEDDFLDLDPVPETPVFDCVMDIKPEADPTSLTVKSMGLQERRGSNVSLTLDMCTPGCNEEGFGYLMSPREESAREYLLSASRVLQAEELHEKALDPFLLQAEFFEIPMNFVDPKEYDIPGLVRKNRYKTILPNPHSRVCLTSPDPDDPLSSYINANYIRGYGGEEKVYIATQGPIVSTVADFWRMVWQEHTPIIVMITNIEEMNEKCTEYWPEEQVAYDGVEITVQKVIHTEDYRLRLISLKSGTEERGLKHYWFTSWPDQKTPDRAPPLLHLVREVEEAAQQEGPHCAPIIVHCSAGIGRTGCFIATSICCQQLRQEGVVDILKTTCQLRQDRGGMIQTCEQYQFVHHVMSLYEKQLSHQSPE
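System: isolated STEP enzyme; schedule: 20 min enzyme reaction at room temperature, protected from light; medium: Bis-Tris buffer pH 6.0, 2.5 mM DTT, 0.005% Tween 20; signal: fluorescence, 480/540 nm; dosing: single compound dose of 20 µM, 1% DMSO final; also added: OMFP substrate, 25 µM final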
SUMO1-SIM PPI – SUMO1-SIM interaction modulation | SUMO1 binding to a labelled peptide, TR-FRET, 1 h | AID 602429 | actives 0.33% (n = 360,000) | inhibition, % at 20 µM; in the data active = inhibition above about 37%
Numbers without * were called inactive; i = inactive; . = not tested or not shown; + = active, no number.

No.	canonical_smiles	STEP block	TbMetRS inhib	NadD block	Rpn11 inh	DNMT1 inh	LMPTP inh	CSN inh	Scp-1 inhibitor	MsrA inhibitor	SUMO1-SIM PPI
1	O=C(NC(Cc1ccccc1)c1ccc2c(c1)OCCCO2)c1ccccc1F (centres undefined)	-4	-0.3	-13	i	-5	1.0	-5	-11	2.2	-3
2	Cc1ccc(NCCC(=O)c2ccc(Br)cc2)cc1	0	-0.8	6	i	4	0.0	-2	-8	0.5	4
3	Cc1cccc(NS(=O)(=O)c2ccc(C)c(C(=O)NCC(c3ccco3)N3CCCCC3)c2)c1 (centres undefined)	-4	-0.5	-3	i	0	0.4	5	-1	-0.7	-5
4	CCn1cc(C(=O)NCCCOC(C)C)c(=O)c2cc(S(=O)(=O)N3CCOCC3)ccc21	-2	-0.4	-2	i	1	-1.7	0	2	0.1	0
5	Nc1nc(N2CCCCC2)nc(N(c2ccccc2)c2ccccc2)n1	0	-0.7	-2	i	-3	0.1	0	9	-0.3	3
6	Cc1cc(=O)[nH]c(N2CCN(C(c3ccccc3)c3ccccc3)CC2)n1	-3	-0.9	2	i	-4	-1.2	-1	-11	-1.0	-1
7	Cc1cc(C(=O)OCC(=O)N2CCCCCC2)ccc1[N+](=O)[O-]	-3	-0.2	-6	i	1	-0.6	-3	-10	1.1	-32
8	N=c1n(Cc2ccccc2)c2ccccc2n1CC(O)COc1ccc(Cl)cc1Cl (centres undefined)	4	10*	6	i	-11	5.5	-7	5	-1.4	-1
9	CCOC(=O)N1CCC(N(CCN(C)C)C(=S)Nc2ccccc2OC)CC1	3	0.0	-6	i	2	-7.3	4	-11	0.5	-3
10	O=C(NCCc1ccc(F)cc1)c1ccc2nccnc2c1	-2	-0.4	-2	i	-11	-1.3	1	-2	0.7	-16
11	CCCC(C(=O)NC(C)(C)C)N(Cc1ccccc1)C(=O)c1snc(C(N)=O)c1N (centres undefined)	0	0.1	-2	i	9	1.7	-3	.	1.7	-5
12	COc1cccc(N(C(=O)c2cccs2)c2nc3ccccc3s2)c1	0	1.2	2	+	0	3.5	2	-20	0.8	1
13	O=C(Cn1c(=O)oc2ccc(Cl)cc21)NC1CCCCC1	-2	0.2	-2	i	0	-1.0	2	-9	-0.8	5
14	O=C(Nc1ccc(/C=C/c2nc3ccccc3o2)cc1)c1ccc(F)cc1	0	-0.9	2	i	1	0.1	0	-5	1.1	-5
15	CSCC[C@H](NC(=O)[C@@H]1Cc2ccccc2CN1)C(=O)NC(C)c1ccccc1 (some centres undefined)	-3	0.3	-2	i	4	0.2	5	-5	-1.2	-4
16	O=Cc1cccn1-c1cccc([N+](=O)[O-])c1	-1	-1.2	-4	i	-2	0.3	0	-1	0.3	-17
17	C[C@H](NC(=O)c1ncn(C)c1C(=O)N[C@@H](C)c1ccccc1)c1ccccc1	1	0.1	-10	i	24	0.7	1	-2	-0.4	3
18	CCC(NC(=O)NNC(=O)c1ccncc1)(C(F)(F)F)C(F)(F)F	-2	-0.5	-5	i	-2	-2.2	-6	-7	0.4	1
19	CCOc1cc(/C=N/O)cc(Br)c1OCc1ccc(Cl)cc1	0	-0.6	-9	i	-12	3.2	1	-16	-1.1	-1
20	Cc1cc(Nc2ccccc2)c2c([N+](=O)[O-])ccc(C)c2n1	3	0.0	-2	i	1	-0.7	3	-4	0.7	-9

Overlap with the part before: three compounds; new compounds follow.
No.	canonical_smiles	STEP block	TbMetRS inhib	NadD block	Rpn11 inh	DNMT1 inh	LMPTP inh	CSN inh	Scp-1 inhibitor	MsrA inhibitor	SUMO1-SIM PPI
18	CCC(NC(=O)NNC(=O)c1ccncc1)(C(F)(F)F)C(F)(F)F	-2	-0.5	-5	i	-2	-2.2	-6	-7	0.4	1
19	CCOc1cc(/C=N/O)cc(Br)c1OCc1ccc(Cl)cc1	0	-0.6	-9	i	-12	3.2	1	-16	-1.1	-1
20	Cc1cc(Nc2ccccc2)c2c([N+](=O)[O-])ccc(C)c2n1	3	0.0	-2	i	1	-0.7	3	-4	0.7	-9
21	O=C(Cc1cccc(NC(=O)C2CCN(C(=O)c3ccccc3)CC2)c1)Nc1cccc(C(=O)N2CCCCC2)c1	-2	-1.1	5	i	0	-1.7	3	-4	0.0	1
22	CN(C(=O)c1ccc(OC2CCN(CCc3ccccc3)CC2)cc1)C1CCCCC1	-1	-0.6	-8	i	0	0.0	7	-19	-0.9	-6
23	O=C(CN1CCCCCC1)Nc1cccc(NC(=O)CN2CCCCCC2)c1	-3	0.1	-7	i	0	-0.3	0	4	0.6	6
24	CCC(=O)Nc1cccc(-n2nnnc2SCC(=O)N2CCCCC2)c1	-2	-0.6	-1	i	5	0.7	0	-1	0.5	-2
25	CCCCNC(=O)c1sc(=S)n2c1[nH]c(=O)c1ccc(C(=O)NCCc3ccc(OC)c(OC)c3)cc12	9	-0.3	22	i	-11	-0.1	8	-5	.	12
26	CC(C)C(NC(=O)c1ccc(F)cc1)C(=O)NC1(C)CCS(=O)(=O)C1 (centres undefined)	2	0.1	0	i	-2	-0.5	-1	-12	1.7	0
27	CCOC(=O)C1=C(CC)OC(N)=C(C#N)C1c1ccc(OC)c(OC)c1OC (centres undefined)	2	-0.5	2	i	-1	-0.2	2	-6	1.0	13
28	C[n+]1c(-c2ccccc2)cc2c(=Cc3ccc([N+](=O)[O-])cc3)c3ccccc3n21	1	-0.1	11	i	52*	13	-1	22	11*	-24
29	CCC(=O)c1ccc(Oc2ccc(C(=O)c3ccc(C)cc3)cc2[N+](=O)[O-])cc1	29	-0.5	-3	i	5	3.1	0	-13	-1.0	-2
30	O=S(=O)(NCC1(N2CCOCC2)CCCCC1)c1ccc(Cl)cc1C(F)(F)F	-3	-0.2	-2	i	0	-0.5	-2	-2	0.0	0
31	CN(CC(=O)Nc1c(Cl)cccc1Cl)C(=O)C1=COCCO1	-1	0.2	-2	i	1	-0.2	-5	-8	0.4	1
32	COc1ccc(Cl)cc1NC(=O)CN1C(=O)C(=O)N(C2CCCC2)C1=O	2	-0.2	-5	i	-3	-1.5	2	.	0.7	-1
33	CCOc1ccccc1NC(=O)C1CCN(C(=O)NCc2ccccc2)CC1	-3	-0.5	-5	i	14	-0.4	5	-7	-0.5	0
34	COc1ccc(N2CCN(c3ncnc4c3[nH]c3ccccc34)CC2)cc1	2	1.6	-3	i	-1	2.3	-2	3	0.7	3
35	Cc1cc(CNC(=O)C2CCC(=O)N(Cc3ccccc3F)C2)on1 (centres undefined)	0	-0.3	-2	i	1	-0.6	0	2	-0.8	-5
36	COc1ccc(S(=O)(=O)N2CCN(C(=O)C3CCC3)CC2)cc1	-2	-0.3	4	i	2	-1.1	-3	-5	0.1	0
37	CCN(C(=O)COC(=O)CCCN1C(=O)c2cccc3cccc(c23)C1=O)C1CCS(=O)(=O)C1 (centres undefined)	-1	0.0	2	i	-1	-0.1	1	3	3.0	-30
38	CC(C)Cn1cnc2sc3c(c2c1=N)CCCC3	-6	-0.2	-2	i	-1	-2.5	1	2	2.0	-4
39	CSCc1ccc(C(=O)Nc2cc(C)cc(C)c2)cc1	-1	-0.5	-8	i	-4	2.7	-3	-9	0.9	-3
40	COc1ccccc1-c1cc(C(=O)NCCCn2ccnc2)no1	-1	0.5	-5	i	1	-2.1	-11	-11	0.4	0
41	CCOC(=O)c1c(-c2ccccc2)oc2ccc(OC(C)C(=O)O)cc12 (centres undefined)	1	0.1	-3	i	1	-1.1	-1	-13	0.2	1
42	C=CCn1c(C)cc(C(=O)CSc2nc(N)cc(N)n2)c1C	2	-0.1	-4	i	-11	1.0	-5	-7	-0.9	0
43	O=C(NCCCCCCNC(=O)c1cncc(O)c1)c1cncc(O)c1	-2	0.1	-3	i	0	-3.4	3	-9	0.7	1
44	COc1ccc(OC)c(C(=O)NC(CC(N)=O)c2ccc(N3CCN(c4ccccc4)CC3)c([N+](=O)[O-])c2)c1 (centres undefined)	-3	-0.3	-5	i	-9	1.2	0	-7	0.0	-26
45	O=C(c1cccc(S(=O)(=O)NCc2ccccc2)c1)N1CCN(c2cccc(C(F)(F)F)c2)CC1	1	-0.2	2	i	-9	-7.1	-1	-7	-0.1	-121

Compounds shown so far containing a furan ring, fused or not, in the order listed:
No.	canonical_smiles	STEP block	TbMetRS inhib	NadD block	Rpn11 inh	DNMT1 inh	LMPTP inh	CSN inh	Scp-1 inhibitor	MsrA inhibitor	SUMO1-SIM PPI
3	Cc1cccc(NS(=O)(=O)c2ccc(C)c(C(=O)NCC(c3ccco3)N3CCCCC3)c2)c1 (centres undefined)	-4	-0.5	-3	i	0	0.4	5	-1	-0.7	-5
41	CCOC(=O)c1c(-c2ccccc2)oc2ccc(OC(C)C(=O)O)cc12 (centres undefined)	1	0.1	-3	i	1	-1.1	-1	-13	0.2	1
